Growth percent in the NCI-60 one-dose screen (48 h, 10 µM unless noted): 100 = growth as untreated, 0 = no growth, -100 = all killed.
DU-145: DU-145 prostate cancer. 4.2% of 81,000 active. AID 1794760
SF-539: SF-539 CNS cancer; 6.8% of 81,000 active; AID 1794752
HT29: HT29 colon cancer; AID 1794748; 7.4% of 81,000 active
SW-620: SW-620 colon cancer; 5.2% of 82,000 active; AID 1794795
PC-3: PC-3 prostate cancer cells. 3.9% of 80,000 active. AID 1794754
HCC-2998: HCC-2998 colon cancer | 4.7% of 79,000 active | AID 1794799
SNB-19: SNB-19 CNS cancer cells. 2.5% of 81,000 active
SNB-75: SNB-75 CNS cancer | 5% of 79,000 active
KM12: KM12 colon cancer cells | 5% of 82,000 active | AID 1794800
Numbers without * were called inactive; nt = no result given; & = joins results of further samples; ! = a repeat was not active. Rule for the calls: active = growth percent below 10; inactive = the rest. Outcome played no part in choosing rows. About 11% of those tested had a hit in this group.

SMILES | DU-145 | SF-539 | HT29 | SW-620 | PC-3 | HCC-2998 | SNB-19 | SNB-75 | KM12
O=C1C=CC(=O)c2c1c(-c1ccc(C(F)(F)F)cc1)nn2-c1cccc(Cl)c1 | 103 | 99 | 104 | 100 | 87 | 104 | 96 | 92 | 102
O=C1C2C3CCC(O3)C2C(=O)N1c1nccs1 (centres undefined) | 121 | 92 | 102 | 110 | 101 | 101 | 105 | 89 | 111
CC(=O)[C@@]1(O)[C@H](C)C[C@H]2[C@@H]3CC=C4C[C@@H](O)CC[C@]4(C)[C@H]3CC[C@@]21C | 116 | 94 | 111 | 110 | 100 | 105 | 102 | 97 | 111
CCCCCCc1cn(C(C)c2ccc(OC)c(OC3CCCCC3)c2)nn1 (centres undefined) | 99 | 94 | 101 | 96 | 77 | 84 | 83 | 89 | 93
C=C(C)[C@@H]1CC[C@]2(C(=O)NCC#CCN3CCN(C)CC3)CC[C@]3(C)[C@H](CC[C@@H]4[C@@](C)(CCC#N)[C@H](C(=C)C)CC[C@]43C)[C@@H]12 | 58 | 66 | -13* | 45 | 36 | 25 | 78 | 65 | 46
CCOC(=O)c1sc(NC(=O)COc2ccc(/C=C3\Cc4ccc(Cl)cc4C3=O)cc2)nc1C | 117 | 87 | 116 | 123 | 97 | nt | 102 | 96 | 112
O=Nc1c(O)ccc2ccccc12 | 113&84 | 104&95 | 109&25 | 84&28 | 6.6*! | 97&110 | 106&105 | 114 | 109&67
C/C(=C(/c1ccccc1)c1ccc(N2C(=O)c3cccc4c(Nc5ccc(F)cc5)ccc(c34)C2=O)cc1)c1ccccc1 | 91 | 79 | 39 | 86 | 71 | 107 | 91 | 88 | 86
Cc1nn(-c2nc3ccccc3[nH]2)c2c1C(c1ccc(OCC(N)=O)cc1)CC(=O)N2 (centres undefined) | 107 | 100 | 109 | 89 | 97 | 122 | 103 | 92 | 109
COc1cc2ncnc(Oc3ccc(NC(=O)Nc4ccc(Cl)c(C(F)(F)F)c4)c4ccccc34)c2cc1OC | 94 | 53 | 84 | 113 | 111 | 115 | 63 | 60 | 67
c1ccc2cc(N=Nc3ccc4ccccc4c3)ccc2c1 | 107 | 106 | 103 | 91 | 94 | 104 | 92 | 75 | 100
CCOC(=O)Nc1c(N)n(C)c(=O)n(C)c1=O | 114 | 102 | 102 | 106 | 102 | 96 | 99 | 103 | 108
O=C(NNc1nccc(Nc2ccc(S(=O)(=O)Nc3ccncc3)cc2)n1)c1ccc([N+](=O)[O-])cc1 | 103 | 103 | 100 | 98 | 96 | 105 | 98 | 100 | 93
C=CCn1c(SCC(=O)N2CCN(c3cc4c(cc3F)c(=O)c(C(=O)O)cn4C3CC3)CC2)nnc1-c1ccc(Cl)cc1 | 108 | 97 | 96 | 106 | 93 | 103 | 94 | 110 | 103
CN(C)S(=O)(=O)n1cnc([C@@H]2c3c(ncn3S(=O)(=O)N(C)C)C[C@@H]3Cn4c(=O)n(-c5ccccc5)c(=O)n4C[C@H]32)c1 | 111 | 108 | 102 | 101 | 95 | 107 | 101 | 93 | 102

By substructure: the entries above with a carbonyl joined to an NH by a bond outside any ring (six)
SMILES | DU-145 | SF-539 | HT29 | SW-620 | PC-3 | HCC-2998 | SNB-19 | SNB-75 | KM12
C=C(C)[C@@H]1CC[C@]2(C(=O)NCC#CCN3CCN(C)CC3)CC[C@]3(C)[C@H](CC[C@@H]4[C@@](C)(CCC#N)[C@H](C(=C)C)CC[C@]43C)[C@@H]12 | 58 | 66 | -13* | 45 | 36 | 25 | 78 | 65 | 46
CCOC(=O)c1sc(NC(=O)COc2ccc(/C=C3\Cc4ccc(Cl)cc4C3=O)cc2)nc1C | 117 | 87 | 116 | 123 | 97 | nt | 102 | 96 | 112
Cc1nn(-c2nc3ccccc3[nH]2)c2c1C(c1ccc(OCC(N)=O)cc1)CC(=O)N2 (centres undefined) | 107 | 100 | 109 | 89 | 97 | 122 | 103 | 92 | 109
COc1cc2ncnc(Oc3ccc(NC(=O)Nc4ccc(Cl)c(C(F)(F)F)c4)c4ccccc34)c2cc1OC | 94 | 53 | 84 | 113 | 111 | 115 | 63 | 60 | 67
CCOC(=O)Nc1c(N)n(C)c(=O)n(C)c1=O | 114 | 102 | 102 | 106 | 102 | 96 | 99 | 103 | 108
O=C(NNc1nccc(Nc2ccc(S(=O)(=O)Nc3ccncc3)cc2)n1)c1ccc([N+](=O)[O-])cc1 | 103 | 103 | 100 | 98 | 96 | 105 | 98 | 100 | 93

(more compounds)
SMILES | DU-145 | SF-539 | HT29 | SW-620 | PC-3 | HCC-2998 | SNB-19 | SNB-75 | KM12
C#C[C@]1(O)CC[C@H]2[C@@H]3CC=C4c5sc(Nc6cccc(Cl)n6)nc5CC[C@]4(C)[C@H]3CC[C@@]21C | 25 | -60* | 3.7* | -61* | 4.3* | 24 | -1.4* | -25* | -11*
O=C(Nc1ccc(Br)cc1)Nc1ccccc1Cl | 91 | 89 | 95 | 96 | 84 | 91 | 117 | 78 | 90
Nc1c[nH]c(=S)s1 | 99 | 108 | 114 | 99 | 100 | 108 | 108 | 104 | 96
CC(C)(CO)C(O)C(=O)NCCS(=O)(=O)Nc1ccc(Cl)cc1 (centres undefined) | 112 | 102 | 97 | 99 | 94 | 103 | 111 | 86 | 103
Nc1ccc(S(=O)(=O)Nc2ccccc2C(=O)O)cc1 | 115 | 106 | 105 | 103 | 105 | 103 | 108 | 109 | 103
Nc1cccc(S(=O)(=O)O)c1 | 113 | 93 | 106 | 107 | 97 | 125 | 98 | 84 | 111
NC1CCC(C(=O)O)CC1 (centres undefined) | 115&108 | 102&99 | 102&101 | 100&94 | 87&93 | 100&111 | 110&105 | 82&86 | 108&107
COc1cc(Nc2cn[nH]c2-c2ccc(Cl)cc2)cc(OC)c1OC | 108 | 43 | 15 | 19 | 56 | -28* | 56 | -9.8* | 20
CCCCOc1nc2c(C)cccc2cc1/C=C/C(=O)c1c(O)c2ccccc2oc1=O | 106 | 100 | 96 | 111 | 85 | 106 | 95 | 93 | 87
Cc1cc([N+](=O)[O-])ccc1N | 103&108 | 92&100 | 107&108 | 106&102 | 99&97 | 101&109 | 103&103 | 91&100 | 99&106
COC(=O)C(C(=O)OC)C(C(=O)OC)C(=O)OC | 103 | 98 | 112 | 103 | 100 | 111 | 102 | 89 | 99
c1ccc(N(c2ccccc2)c2ccccc2)cc1 | 113 | 104 | 97 | 103 | 101 | 111 | 102 | nt | 105
